Screening data (PubChem BioAssay)
NPC1 promoter act = qHTS Assay for NPC1 Promoter Activators | AID 485313, 2010 | hit rate 2.4% among 320,000 | Huh7 NPC1 promoter luciferase reporter, 24 h | Potency, µM (highest dose often 9.22 µM), for the others: at the top dose activation, usual class: activators;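 further: potency means the concentration at half of the fitted maximal effect; % of control where 0% means no effect; nearly all actives have a fitted effect of over 60% in size; reporter is driven by a mutant NPC1 promoter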
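Compounds in DMSO were transferred onto Huh7 NPC1-luciferase reporter cells pre-incubated 2 h; after 24 h at 37 °C, Amplite reagent was dispensed and luminescence recorded 10 min later.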
Gal4-VP16 FLuc = VP16 counterscreen qHTS for inhibitors of ROR gamma transcriptional activity. Potency, µM (series often up to 53.6 µM), without a hit: at the top dose activity, negative = inhibition, actives largely listed as inhibitors. hit rate 3.5% among 310,000. AID 2546, 2010. Drosophila S2 Gal4-VP16 UAS-luciferase, luminescence, 20 h;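 further: Gal4-VP16 expression switched on by copper sulfate through the metallothionein promoter; potency means the concentration at half of the fitted maximal effect; on the % scale 0 is the no-effect control and ±100 the full control effect; nearly all actives have a fitted effect of over 50% in size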
Rab9 promoter act = qHTS Assay for Rab9 Promoter Activators. Potency, µM (series often up to 9.22 µM), for inactives: top-dose activation, negative = inhibition, hits mostly activators. AID 485297, 2010. Huh7 Rab9 promoter-luciferase reporter, luminescence, 24 h. hit rate 2.8% among 320,000; further: potency means the concentration at half of the fitted maximal effect; % of control where 0% means no effect; nearly all actives have a fitted effect of over 60% in size
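Huh7 reporter line, Rab9 promoter upstream of luciferase. Compound exposure 24 h at 37 °C in reduced-serum medium with 10% FBS. Read-out: luminescence.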
FLuc counter = qHTS profiling assay for firefly luciferase inhibitor/activator using purifed enzyme and Km concentrations of substrates (counterscreen for miR-21 project); purified FLuc, Km substrates, luminescence inhibition; hit rate 6.9% among 360,000; Potency, µM (doses to about 57.5 µM), for the others: top-dose activity change, negative = inhibition, usual class: inhibitors; Luciferin 4-monooxygenase (Photinus pyralis), P08659;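 further: potency means the concentration at half of the fitted maximal effect; plate controls were vehicle for no effect and reference inhibitor for full effect; nearly all actives have a fitted effect of over 55% in size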
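Purified P. pyralis luciferase (10nM final) with 10uM D-luciferin and 10uM ATP (Km levels) in 50mM Tris acetate pH 7.5, 10mM Mg acetate, 0.01% Tween-20, 0.05% BSA; qHTS 6-point titration, ~60 µM downward; luminescence read.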
TRPV1 ag = HTS Assay for Compounds that Act as Agonists of the Vanilloid Receptor 1. hit rate 0.19% among 320,000. Transient receptor potential cation channel subfamily V member 1 (Homo sapiens), Q8NER1. TRPV1-expressing cells, Fluo-8 calcium influx, agonist mode. activation, % at 8.33 µM; in the data active means activation above about 80%; inconclusive means between about 30% and that limit; further: 0% is about no effect
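Fluo-8 calcium influx in TRPV1-expressing cells, kinetic read (ex 480/em 520 nm). Compound added and read 3 min for agonist activity, followed by capsaicin at EC20 final and 2 min further read for enhancement.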
ELG1 repair inh = qHTS screen for small molecules that inhibit ELG1-dependent DNA repair in human embryonic kidney (HEK293T) cells expressing luciferase-tagged ELG1; Potency, µM (titrated, usually from 46.1 µM), inactives show top-dose activity change, negative = inhibition, actives largely listed as inhibitors; hit rate 2.3% among 330,000; HEK293T ELG1-luciferase reporter, luminescence, 16 h; DNA damage induced by 5-fluorouridine; further: potency means the concentration at half of the fitted maximal effect; on the % scale 0 is the no-effect control and ±100 the full control effect; nearly all actives have a fitted effect of over 55% in size
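Overnight (16 hr) co-exposure of 2,000 cells/well to 5-fluorouridine and compound at 37 °C preceded detection. Luciferase was quantified via ONE-Glo luminescence; loss of signal denotes inhibition.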
ELG1 genotoxic = qHTS screen for small molecules that induce genotoxicity in human embryonic kidney (HEK293T) cells expressing luciferase-tagged ELG1; HEK293T ELG1-luciferase reporter, luminescence, 16 h; Potency, µM (highest dose often 46 µM), inactives show top-dose activity change, positive = activation, usual class: activators; hit rate 1.3% among 330,000; AID 504466, 2011; further: potency means the concentration at half of the fitted maximal effect; % of control where 0% means no effect; nearly all actives have a fitted effect of over 60% in size
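ELG1-luciferase HEK293T cells, 2,000/well; compound pinned in; 16 hr, 37 °C, 5% CO2; ONE-Glo, 30 min RT; luminescence on CCD imager.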
BRCA1 expr act = qHTS Assay to Identify Small Molecule Activators of BRCA1 Expression. AID 624202, 2012. hit rate 1.1% among 380,000. Potency, µM (highest dose often 46.1 µM), inactives show at the top dose activation, usual class: activators. MCF7-BRCA1-FFLuc reporter, luminescence, 48 h; response scale: scaled: vehicle 0%, 10 µM genistein 100%; further: potency means the concentration at half of the fitted maximal effect; nearly all actives have a fitted effect of over 80% in size; some results filed as inactive show a strong effect at the top dose
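48 h compound treatment of MCF7-BRCA1-FFLuc cells (phenol-red free MEM, 37 °C), then 15 min with luciferase substrate and luminescence imaging.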
Tb PFK inh = qHTS Assay to Find Inhibitors of T. brucei phosphofructokinase. ATP-dependent 6-phosphofructokinase (Trypanosoma brucei brucei), O15648. T. brucei PFK, ADP-Glo luminescence. Potency, µM (series often up to 57.5 µM), for the others: at the highest dose activity, negative = inhibition, actives largely listed as inhibitors. hit rate 0.17% among 330,000;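 further: potency means the concentration at half of the fitted maximal effect; 0% = uninhibited 1x PFK enzyme wells and -100% = no-enzyme wells; nearly all actives have a fitted effect of over 60% in size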
Target sequence (O15648 whole entry, looked up): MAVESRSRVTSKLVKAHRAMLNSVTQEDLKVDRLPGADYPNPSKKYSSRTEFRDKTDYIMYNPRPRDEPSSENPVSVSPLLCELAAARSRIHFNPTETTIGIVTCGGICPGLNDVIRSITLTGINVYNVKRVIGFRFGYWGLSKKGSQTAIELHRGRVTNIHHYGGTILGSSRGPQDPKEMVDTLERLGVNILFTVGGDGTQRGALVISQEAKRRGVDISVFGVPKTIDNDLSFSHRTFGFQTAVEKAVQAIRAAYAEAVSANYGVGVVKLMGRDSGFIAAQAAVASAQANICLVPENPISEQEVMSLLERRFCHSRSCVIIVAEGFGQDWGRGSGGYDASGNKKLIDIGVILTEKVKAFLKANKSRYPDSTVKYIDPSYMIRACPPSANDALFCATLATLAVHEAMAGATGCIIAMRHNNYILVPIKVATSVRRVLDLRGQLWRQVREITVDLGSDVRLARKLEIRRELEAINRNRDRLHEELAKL
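Activity is normalized to no-enzyme wells (full inhibition) and 1.25 nM enzyme wells (no inhibition). Reaction: 0.5 mM F6P, 0.1 mM ATP, 45 min RT, ADP-Glo luminescence; concentration-response curves fitted and classed by quality.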
RORgamma inh = qHTS for inhibitors of ROR gamma transcriptional activity | Drosophila S2 Gal4-RORgamma UAS-luciferase reporter, 20 h | Potency, µM (highest dose often 53.6 µM), without a hit: at the highest dose activity change, negative = inhibition, hits mostly inhibitors | hit rate 5.4% among 310,000; further: potency means the concentration at half of the fitted maximal effect; on the % scale 0 is the no-effect control and ±100 the full control effect; nearly all actives have a fitted effect of over 60% in size
Target sequence (P51450 whole entry, looked up, the tested form may be a part): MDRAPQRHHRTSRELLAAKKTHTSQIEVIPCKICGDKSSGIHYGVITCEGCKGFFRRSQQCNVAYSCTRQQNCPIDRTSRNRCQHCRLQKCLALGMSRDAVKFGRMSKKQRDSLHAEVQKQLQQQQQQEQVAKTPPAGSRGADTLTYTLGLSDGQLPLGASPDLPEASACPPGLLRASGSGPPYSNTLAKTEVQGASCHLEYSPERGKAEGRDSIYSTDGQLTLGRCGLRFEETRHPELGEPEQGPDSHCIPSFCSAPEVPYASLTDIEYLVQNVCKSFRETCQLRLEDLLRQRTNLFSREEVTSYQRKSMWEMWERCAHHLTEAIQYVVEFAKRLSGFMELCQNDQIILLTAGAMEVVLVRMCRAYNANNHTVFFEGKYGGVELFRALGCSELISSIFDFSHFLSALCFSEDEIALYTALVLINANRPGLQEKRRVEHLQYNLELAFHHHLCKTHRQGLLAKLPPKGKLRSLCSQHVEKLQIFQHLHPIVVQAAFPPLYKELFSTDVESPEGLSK
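Schneider cells (Drosophila), stable Gal4 DBD–ROR gamma + UAS-luc; 1 hr cmpd preincubation; Cu2+ induction 700 uM final; 20 hr ambient; luminescence.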
p53 reactivation = qHTS assay for re-activators of p53 using a Luc reporter; hit rate 0.063% among 320,000; Potency, µM (doses to about 92.2 µM), without a hit: at the top dose activity change, positive = activation, most hits filed as activators; AID 504706, 2011; H1299 p53-A138V BP100-luciferase reporter, luminescence, 24 h; further: potency means the concentration at half of the fitted maximal effect; % of control where 0% means no effect; nearly all actives have a fitted effect of over 45% in size
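H1299 (p53-null), stable ts p53-A138V + BP100-Luc; 1000 cells/well, Opti-MEM/10% FBS; cpd 4 pt, 1:5; 24 h, 37 deg C, 5% CO2; detection reagent 10 min RT; luminescence.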
* marks the source's active call; other numbers are inactive results; ? = inconclusive; / = not tested or not shown; & = joins results of further samples. Unless noted, the call rests on the fitted dose curve; in most records, active means well fitted curve in the direction sought with a large enough effect; inconclusive means small, poorly fitted or top-dose-only effect, or another doubt; inactive means no such curve, though single readings can be large; an effect the other way counts as inactive or inconclusive.

SMILES	NPC1 promoter act	Gal4-VP16 FLuc	Rab9 promoter act	FLuc counter	TRPV1 ag	ELG1 repair inh	ELG1 genotoxic	BRCA1 expr act	Tb PFK inh	RORgamma inh	p53 reactivation
CCCN(CCC)S(=O)(=O)c1ccc(C(=O)Nc2cc3oc4ccccc4c3cc2OC)cc1	-3%	?	-2%	-1%	-9	-10%	4%	-8%	-3%	9%	-4%
O=C(Cn1c(CN2CCCCC2)nc2ccccc2c1=O)NCc1ccco1	13%	5%	-28%	-3%	0	1%	1%	-1%	1%	22%	-5%
COCCn1c(C)cc(C(=O)CSc2nnc(C3CC3)n2C2CC2)c1C	-1%	/	14%	19µM*	1	?	5%	22%	-6%	/	?
Cc1ccc(OCCCCN2CCCCC2)cc1	-3%	1%	1%	6%	-2	-3%	-1%	19%	0%	-29%	/
Nc1nc(NCC2CCCO2)nc(Nc2ccccc2F)c1[N+](=O)[O-] (centres undefined)	-2%	10%	-4%	0%	9	-8%	3%	-6%	0%	2%	2%
O=C(NN=C1C2CC3CC(C2)CC1C3)c1cc(Cl)ccc1O	-4%	-26%	1%	?	-2	14%	0%	-5%	9%	?	2%
COc1ccccc1N1CCN(C(=O)c2cn(C)c3ccc(S(=O)(=O)N4CCOCC4)cc3c2=O)CC1	0%	-3%	1%	1%&-4%	-3	5%	-1%	0%	4%	-4%	6%
N#Cc1ccccc1OCC(=O)Nc1ccc(N2CCOCC2)cc1N1CCOCC1	-1%	/	1%	-6%	3	-1%	0%	-18%	10%	/	3%
CCN1CCN(C(=O)CN(c2cc(OC)ccc2OC)S(C)(=O)=O)CC1	4%	2%	-1%	-1%	-2	15%	-1%	14%	-2%	16%	4%
c1ccc(-c2csc3nnc(SCc4ccc5c(c4)OCCO5)n23)cc1	7%	?	0%	3%	29	?	-7%	-10%	1%	-8%	-11%
CN1CCc2c(sc(NC(=O)Cc3ccccc3)c2C(N)=O)C1	1%	1%	6%	5%	-1	7%	5%	-4%	2%	-29%	/
CCCCSc1nc(O)c(Cc2ccccc2)c(=O)[nH]1	0%	-11%	-5%	1%	-4	4%	0%	-3%	-3%	6%	-3%
CCCC(C)NC(=O)C1c2ccccc2Oc2ccccc21 (centres undefined)	-1%	-2%	-1%	-1%	3	18%	2%	-24%	0%	2%	6%
S=C1Nc2ccccc2Sc2ccc(Cl)cc21	0%	2.8µM*	-6%	0%	17	5%	8%	-5%	-6%	1.8µM*	-3%
COc1ccc(Nc2nc(N)nc(CSC(=S)N3CCOCC3)n2)cc1	?	?	?	?	?	?	?	95%	8%	41%	-2%
Cc1nnc(NC(=O)NC(C)N2C(=O)C3C4C=CC(C4)C3C2=O)s1 (centres undefined)	-6%	2%	-5%	1%	0	4%	3%	-30%&27%	-25%	-20%	-14%
Cc1cccc(NC(=O)CCOc2ccccc2)c1	22%	16%	23%	?	9	?	?	?	-3%	?	11%
Cc1ccc(C2=NNC(=O)C(P(=O)(c3ccccc3)c3ccccc3)C2)cc1 (centres undefined)	-2%	-11%	11%	0%	2	3%	1%	1%	0%	15%	-2%
CC1=NN(C(=O)CCc2ccccc2O)C(O)(C(F)(F)F)C1 (centres undefined)	-5%	13µM*	0%	2%	-3	6%	1%	-2%	-6%	8.9µM*	-6%
COc1ccc2nc(SCC(=O)NCC(F)(F)F)[nH]c2c1	0%	-8%	3%	-4%	7	17%	1%	-25%	-6%	6%	-1%
CCOC(=O)CN1C(=O)C2(OCCCO2)c2ccccc21	1%	-2%	-3%	3%	-2	0%	0%	4%	-4%	2%	-4%
O=C(O)CCCCCn1c(SCC(=O)c2ccc(O)c(O)c2)nc2ccsc2c1=O	-2%	-6%	-7%	-2%	-1	-3%	1%	-8%	20%	-5%	-8%
Cc1ccc(CN=C2Nc3ccccc3CS2)cc1	0.5µM*	?	0.45µM*	0.6µM*	1	?	2.6µM*	?	0%	?	23%
Cc1cccc[n+]1CC(=O)N1c2ccccc2Sc2ccccc21	1%	17%	5%	-1%	-7	-12%	-3%	-2%	-2%	26%	2%
CC(OC(=O)c1ccc(O)cc1)C(=O)Nc1nc(-c2ccccc2)cs1 (centres undefined)	13%	/	4%	-24%	?	?	-3%	8%	-4%	/	14%
COc1ccccc1NS(=O)(=O)c1cccc(C(=O)N2CCCCCC2)c1	0%	/	-17%	-5%	3	-2%	-1%	-12%	0%	/	3%
CC(=O)c1ccc(OCc2cc(C(=O)N(C)Cc3ccon3)no2)cc1	-3%	9%	7%	-5%	1	?	-5%	-2%	-11%	22%	3%
COc1ccc(N2CC(C(=O)N/N=C/c3ccc([N+](=O)[O-])cc3)CC2=O)cc1 (centres undefined)	0%	-5%	-1%	-4%	9	-3%	3%	10%	-20%	20%	2%
COc1ccc(Cn2c(=O)[nH]c3cc(C(=O)NC4CCN(Cc5ccccc5)CC4)ccc32)cc1	-22%	-2%	-22%	4%	3	?	-1%	-40%	3%	36%	-5%
CC1CC(O)(Cc2ccccc2)C(C)CN1C (centres undefined)	2%	9%	2%	5%	-2	-1%	0%	-7%	2%	-16%	-3%
O=C(CNS(=O)(=O)c1ccccc1)OCc1cccc([N+](=O)[O-])c1	7%	4%	-3%	-2%	8	-4%	1%	-1%	0%	8%	?
COc1ccccc1C(=O)N1CCN=C1SCc1cccnc1	-2%	1%	5%	0%	-25	-1%	-11%	-28%	-8%	-1%	-7%
CCCC(=O)Nc1ccc(C)c(O)c1	-3%	0%	-2%	-1%	1	16%	1%	0%	0%	-1%	-2%
OCCC1CN(Cc2nc3ccccc3s2)CCN1C1CCCCC1 (centres undefined)	-1%	-4%	-1%	-2%	0	-8%	0%	-13%	-5%	-24%	-1%
COc1ccc(Nc2nc(NCCO)nc(OC)n2)cc1	3%	-2%	1%	3%	-2	?	10%	5%	-6%	-31%	-2%
CC1=NNC(=O)C1CCC(=O)N/N=C\c1cccc(Cl)c1 (centres undefined)	6%	-12%	1%	6%	2	8%	0%	-23%	0%	3%	0%
Oc1cccc2cnccc12	15%	-11%	0%	-3%	-9	?	-15%	-5%	-2%	-2%	-1%
Oc1ccc(C[C@H]2CNCCN2CCC23CC4CC(CC(C4)C2)C3)cc1	-4%	/	-4%	-2%	-3	-1%	2%	-32%	0%	/	-22%
COc1ccccc1CNCC(c1ccccc1)c1ccccc1	-2%	-19%	0%	3%	6	-3%	-14%	/	-5%	-12%	-6%
COc1ccccc1Nc1ccc([N+](=O)[O-])cn1	5%	-6%	4%	-20%	2	?	8%	91%	-2%	0%	10%
CCC1CCCCN1C(=O)COC(=O)c1ccc(Br)o1 (centres undefined)	-2%	/	4%	-29%	1	29%	1%	7%	-4%	/	14%
CCCCC(=O)NC(Nc1ccc(C)cn1)(C(=O)OCC)C(F)(F)F (centres undefined)	-1%	-5%	4%	-1%	3	2%	2%	-6%	-1%	-3%	5%
COc1ccc(C(=O)CSc2nnnn2C)c(OC)c1	-1%	-2%	-2%	-4%	1	-8%	0%	-6%	4%	-2%	1%
CCc1nn(CC(=O)N(C)C2CCCCC2)c(=O)c2cc3cc(C)ccc3n12	-1%	3%	-5%	-2%	10	19%	0%	-26%	0%	-1%	11%
